Cl transport mod – KCC2 cotransporter modulators, thallium flux, primary screen, cell-based, HEK293 KCC2, FluoZin-2 fluorescence, MLSMR | AID 1456, 2008 | KCC2 cells, thallium flux FluoZin-2 fluorescence | 190,000 tested, 2.2% active | B-score of Tl+ flux slope (higher = more flux/activation; lower = inhibition) at 10 µM | Solute carrier family 12 member 5 (Homo sapiens), Q9H2X9;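 active means thallium flux slope and its plate-corrected score both differing from the plate sample mean at a set confidence after two filtering rounds, in either direction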;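 further: slope of fluorescence scaled to starting intensity during 10 to 20 s after thallium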
Target sequence (Q9H2X9 whole entry, looked up): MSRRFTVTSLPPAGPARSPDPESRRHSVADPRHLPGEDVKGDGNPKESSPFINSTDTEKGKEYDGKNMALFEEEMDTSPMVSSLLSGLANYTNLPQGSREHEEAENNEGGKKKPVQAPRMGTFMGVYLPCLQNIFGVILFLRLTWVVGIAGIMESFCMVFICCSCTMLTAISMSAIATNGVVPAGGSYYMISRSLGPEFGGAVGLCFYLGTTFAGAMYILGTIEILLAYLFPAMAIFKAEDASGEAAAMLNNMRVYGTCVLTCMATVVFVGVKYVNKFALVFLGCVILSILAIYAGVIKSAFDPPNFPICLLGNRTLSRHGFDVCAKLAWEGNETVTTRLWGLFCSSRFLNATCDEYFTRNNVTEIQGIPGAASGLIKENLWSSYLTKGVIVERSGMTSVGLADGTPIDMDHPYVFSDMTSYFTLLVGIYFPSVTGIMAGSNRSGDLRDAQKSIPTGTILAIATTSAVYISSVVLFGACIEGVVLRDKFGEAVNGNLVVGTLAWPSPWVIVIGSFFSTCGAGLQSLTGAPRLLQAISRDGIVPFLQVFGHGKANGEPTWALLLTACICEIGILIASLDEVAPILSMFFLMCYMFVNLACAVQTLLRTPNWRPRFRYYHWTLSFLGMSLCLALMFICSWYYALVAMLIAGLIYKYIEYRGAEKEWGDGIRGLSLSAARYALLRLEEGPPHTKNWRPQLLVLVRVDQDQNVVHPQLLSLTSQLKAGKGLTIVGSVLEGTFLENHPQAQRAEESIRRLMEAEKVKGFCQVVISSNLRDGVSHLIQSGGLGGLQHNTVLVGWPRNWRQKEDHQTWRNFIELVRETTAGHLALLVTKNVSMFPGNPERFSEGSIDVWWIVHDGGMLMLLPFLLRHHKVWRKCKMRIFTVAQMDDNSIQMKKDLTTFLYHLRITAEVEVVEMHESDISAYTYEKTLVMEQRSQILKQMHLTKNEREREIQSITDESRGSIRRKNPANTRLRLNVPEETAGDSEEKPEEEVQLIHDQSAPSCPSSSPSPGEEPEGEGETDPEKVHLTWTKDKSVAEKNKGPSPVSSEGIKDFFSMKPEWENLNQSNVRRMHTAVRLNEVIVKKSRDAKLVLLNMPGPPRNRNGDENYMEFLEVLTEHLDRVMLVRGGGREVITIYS
KLK5 inh – human KLK5 protease inhibitors, primary screen, biochemical, 1536-well; Kallikrein-5 (Homo sapiens), Q9Y337; recombinant hK5, fluorogenic AMC substrate cleavage; inhibition, % at 5 µM; 210,000 tested, 0.59% active; AID 873, 2007;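 active means inhibition of 40% or more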;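 further: 0% = enzyme controls without compound and 100% = no-enzyme blanks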
eIF4E-4G inh – eIF4E–eIF4G protein interaction inhibitors, primary screen, biochemical, uHTS, TR-FRET, eIF4GI fragment. 220,000 tested, 0.37% active. inhibition, % at 21.7 µM. Eukaryotic translation initiation factor 4E (Mus musculus) + Eukaryotic translation …. TR-FRET eIF4E-eIF4GI(517-606) binding, 2 h;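 further: 0% = full FRET control wells and 100% = background wells lacking eIF4GI fragment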
thrombin 1536 – human alpha-thrombin inhibitors, primary screen, counter-screen for coagulation protease inhibitor project, biochemical, 1536-well, fluorogenic AMC substrate; inhibition, % at 5 µM; Boc-VPR-AMC fluorogenic substrate cleavage; AID 1046, 2008; 220,000 tested, 0.26% active;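 active means inhibition at or above 40%; inactive means inhibition below 40%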;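 further: 0% = enzyme with no compound and 100% = wells without enzyme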
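Test system: human alpha-thrombin; medium: pH 7.5 Tris-saline with Tween 20; times: reaction at room temperature; signal: AMC fluorescence at 355 nm excitation and 460 nm emission; also added: Boc-VPR-AMC substrate, 15 µM final; dosing: one concentration per compound, 5 µM, with 0.2% DMSO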
EBV gp42 inh – Epstein-Barr virus gp42 inhibitors, primary screen, biochemical, uHTS, fluorescence polarization; Glycoprotein 42 (Epstein-Barr virus (strain AG876)), Q1HVG2; AID 1085, 2008; Fluorescence polarization binding assay, mP read-out; 220,000 tested, 0.42% active; inhibition, % (tested at 21.74 µM); in the data active means inhibition above about 50%
14-3-3 Bad PPI – inhibitors of 14-3-3 zeta/Bad binding, primary screen, biochemical, TR-FRET, bovine 14-3-3 zeta | 14-3-3 protein zeta/delta (Bos taurus), P63103 | TR-FRET 14-3-3zeta/Dy647-pBad peptide displacement, 1 h | inhibition, % at 21.7 µM | 220,000 tested, 0.71% active;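 active means inhibition above about 70%, limit read from the data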;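 further: 0% = full 14-3-3 plus peptide FRET controls and 100% = background without 14-3-3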
Rad51 HR inh – human RAD51 strand exchange inhibitors, primary screen, biochemical, fluorescence. 200,000 tested, 0.085% active. hRad51 DNA strand exchange, fluorescence dequenching. inhibition, % at 10 µM. AID 1385, 2008. DNA repair protein RAD51 homolog 1 (Homo sapiens), Q06609;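 active means inhibition above 40% at the single screening dose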;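 further: 0% = DMSO control wells and 100% = blanks with heterologous ssDNA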
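Test system: preformed human Rad51 ssDNA filaments. Compound dosing: single dose, 10 µM final compound. Incubation: filaments 15 min 37 °C, then compound 30 min. Technique: FRET fluorescence dequenching, excitation 485 nm, emission 520 nm. Read-out basis: percent inhibition from fluorescence, normalised to plate control and blank means. Benchmarks: plate controls and plate blanks.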
NCF1 inh – p47phox/p22phox peptide binding inhibitors, primary screen, biochemical, uHTS, NADPH oxidase regulatory subunit; Neutrophil cytosol factor 1 (Homo sapiens), P14598; fluorescence polarization, 2 h; inhibition, % at 24.7 µM; 220,000 tested, 0.53% active; AID 1274, 2008;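 further: 0% = p47phox with labelled peptide and 100% = labelled peptide alone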
Furin inhibitor – human furin inhibitors, primary screen, biochemical, fluorescence intensity; 220,000 tested, 0.061% active; purified furin, fluorogenic substrate cleavage; P09958; AID 463115, 2010; inhibition, % at 30 µM; in the data active means inhibition above about 25%; further: inactives centre near -15
An asterisk follows results filed as active; x = no result given; [ ] = another dose, or the depositor's remark.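 How the source made its calls, unless noted: active means inhibition above about 30% (limit read from the data); inactive means the rest.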

SMILES | Cl transport mod | KLK5 inh | eIF4E-4G inh | thrombin 1536 | EBV gp42 inh | 14-3-3 Bad PPI | Rad51 HR inh | NCF1 inh | Furin inhibitor
Cc1occc1C(=O)N1CCN(C(=O)C2CCCO2)CC1 (stereo not drawn) | 0.82 | -12 | -5[fluorescence artefact?] | 0 | -5 | -9 | 2 | -6 | -24
Cc1cccc(NC(=S)Nc2ccccn2)c1C | 1.3 | -2 | -5 | 0 | -12 | -1 | -2 | -11 | -8
c1ccc2c(c1)CSc1sccc1C2=C1CCNCC1 | 0.72 | -13 | 2[fluorescence artefact?] | -2 | -1 | 5[fluorescence artefact?] | x | -12 | -23
Cc1cccc(NC(=O)Cn2c(=O)n(C)c3ccccc32)c1 | 0.017 | -4 | 2[fluorescence artefact?] | 2 | -9 | -6 | 1 | -4 | -10[20 µM]
O=C(CCSc1nnc(-c2ccncc2)o1)Nc1cccc2ccccc12 | -0.076 | -7 | 2 | -9 | -8 | -10[fluorescence artefact?] | 0 | -8 | -4[20 µM]
O=C(COC(=O)c1ncc(Cl)c(Cl)c1Cl)NC(=O)NCc1ccccc1 | x | 0 | 5 | -6 | -14 | 1 | 0 | 0 | -15
O=C(CCn1c(=O)[nH]c2ccsc2c1=O)NCCc1ccc(Cl)cc1 | 0.04 | -25 | 5 | -12 | -14 | -12[fluorescence artefact?] | -5 | -10 | -11[20 µM]
CC(=O)c1c(C(C)=O)c(C)n(-c2ccc(C)c(NC(=O)c3ccccc3Cl)c2)c1C | x | -12 | -2 | 6 | -16 | 6 | -3 | -12 | -9
Cc1c(C(=O)OCC2CCCO2)[nH]c2c1C(=O)CC(c1ccco1)C2 (stereo not drawn) | 0.006 | -83 | 2 | 8 | 33 | -7 | -3 | -7 | -14
OCCN1CCN(c2ncnc3sc(-c4ccccc4)cc23)CC1 | -0.045 | -1 | -1 | x | -12 | -10 | -3 | 1 | -4
O=C(/C=C/c1cccc([N+](=O)[O-])c1)NCCSCc1ccc(Cl)cc1Cl | -1.4 | -37 | 6 | -9 | 8 | -10 | x | -4 | -16
CN(C)c1ccc(C(CNS(=O)(=O)c2ccc(F)c(F)c2)c2c[nH]c3ccccc23)cc1 (stereo not drawn) | -0.072 | -14 | 2 | -4 | -4 | -13[fluorescence artefact?] | -2 | -32 | -26

At a glance, some entries already given.
SMILES | Cl transport mod | KLK5 inh | eIF4E-4G inh | thrombin 1536 | EBV gp42 inh | 14-3-3 Bad PPI | Rad51 HR inh | NCF1 inh | Furin inhibitor
Cc1cccc(NC(=O)Cn2c(=O)n(C)c3ccccc32)c1 | 0.017 | -4 | 2[fluorescence artefact?] | 2 | -9 | -6 | 1 | -4 | -10[20 µM]
O=C(CCSc1nnc(-c2ccncc2)o1)Nc1cccc2ccccc12 | -0.076 | -7 | 2 | -9 | -8 | -10[fluorescence artefact?] | 0 | -8 | -4[20 µM]
O=C(COC(=O)c1ncc(Cl)c(Cl)c1Cl)NC(=O)NCc1ccccc1 | x | 0 | 5 | -6 | -14 | 1 | 0 | 0 | -15
O=C(CCn1c(=O)[nH]c2ccsc2c1=O)NCCc1ccc(Cl)cc1 | 0.04 | -25 | 5 | -12 | -14 | -12[fluorescence artefact?] | -5 | -10 | -11[20 µM]
CC(=O)c1c(C(C)=O)c(C)n(-c2ccc(C)c(NC(=O)c3ccccc3Cl)c2)c1C | x | -12 | -2 | 6 | -16 | 6 | -3 | -12 | -9
Cc1c(C(=O)OCC2CCCO2)[nH]c2c1C(=O)CC(c1ccco1)C2 (stereo not drawn) | 0.006 | -83 | 2 | 8 | 33 | -7 | -3 | -7 | -14
OCCN1CCN(c2ncnc3sc(-c4ccccc4)cc23)CC1 | -0.045 | -1 | -1 | x | -12 | -10 | -3 | 1 | -4
O=C(/C=C/c1cccc([N+](=O)[O-])c1)NCCSCc1ccc(Cl)cc1Cl | -1.4 | -37 | 6 | -9 | 8 | -10 | x | -4 | -16
CN(C)c1ccc(C(CNS(=O)(=O)c2ccc(F)c(F)c2)c2c[nH]c3ccccc23)cc1 (stereo not drawn) | -0.072 | -14 | 2 | -4 | -4 | -13[fluorescence artefact?] | -2 | -32 | -26

The list goes on.
SMILES | Cl transport mod | KLK5 inh | eIF4E-4G inh | thrombin 1536 | EBV gp42 inh | 14-3-3 Bad PPI | Rad51 HR inh | NCF1 inh | Furin inhibitor
COc1ccc2c(c1)c(C(O)CN1CCC3(CC1)OCCO3)c(C)n2C (stereo not drawn) | x | -2 | 6 | -8 | 0 | 0 | 1 | -5 | -21
COc1ccc(CNC(=O)CCCOc2cc(=O)n(C)c3ccccc23)cc1 | x | -3 | 6[fluorescence artefact?] | 2 | -7 | 8 | 3 | 7 | -18[20 µM]
CCn1c(CNC(=O)Cc2ccc(OC)cc2)nnc1SCC(=O)NC1CCCCC1 | -0.32 | -5 | 2 | 1 | -17 | 12 | 7 | -8 | -17[20 µM]
COc1ccc(NN=Nc2nc3c([nH]2)c(=O)n(C)c(=O)n3C)cc1 | -0.59 | -2 | 7 | 1 | -18 | -18 | 5 | 6 | -23
O=S(=O)(c1cccc(S(=O)(=O)N2CCOCC2)c1)N1CCCCC1 | x | -5 | -3 | -5 | -21 | 5 | 1 | -5 | -16[20 µM]
CCOc1ccccc1N(CC(=O)Nc1cc(OC)ccc1OC)S(C)(=O)=O | x | -6 | 0 | -5 | 2 | 4 | -7 | -3 | -18[20 µM]
CCCN=Cc1sc2ccc(OCC)cc2c1O | x | -8 | -6 | -2 | -15 | 3 | -8 | -7 | -6
CCCOc1ccc(NCC(=O)Nc2ccc(C)cc2C)cc1 | -0.78 | -10 | 4 | -2 | -19 | -3 | -3 | 12 | -15[20 µM]
Cc1ccc(N/N=C/c2ccc3c(c2)OCCO3)cc1Cl | -0.17 | -5 | 1[fluorescence artefact?] | 2 | -27 | -7[fluorescence artefact?] | 1 | -4 | -10
CCC(C)[C@@H](C(=O)N1CCNCC1)n1cc(CCCN=C(N)N)nn1 (stereo partly drawn) | 0.18 | -2 | -6 | 2 | -12 | 4 | -2 | 2 | -6
COc1ccc(NC(=O)c2cccc(OS(=O)(=O)N(C)C)c2)cc1 | -0.34 | -4 | 2 | 9 | -9 | -10 | -2 | -5 | -18
c1ccc2[nH]c(C3CC3)nc2c1 | 0.2 | 11 | 2 | -4 | -27 | -7 | 12 | 0 | -16
O=c1[nH]c2ccc(Cl)cc2c(-c2ccccc2)c1N1CCN(c2ccccn2)CC1 | -0.013 | 18 | 1 | 1 | 1 | 8[fluorescence artefact?] | 2 | -3 | 0
Cc1cc(OC(=O)c2c(Cl)cc(Cl)cc2Cl)nc(C)n1 | 0.45 | 4 | 6 | -2 | -3 | -2 | 1 | -2 | -9[20 µM]
CCOC(=O)c1ccc(NC(=O)Cc2coc3cc4c(cc23)CCC4)cc1 | 1.5 | -16 | -1[fluorescence artefact?] | -6 | -24 | -20[fluorescence artefact?] | 8 | -35 | -10
Cc1ccccc1OCCNc1cc(N2CCCCC2)ccc1[N+](=O)[O-] | 0.0041 | 3 | -6[fluorescence artefact?] | -2 | 3 | -7 | -3 | -8 | -7
NC1=NC(=O)CC(C(=O)NCc2ccccc2)S1 (stereo not drawn) | 0.55 | -9 | 0 | -2 | -4 | -9 | -3 | -5 | -15[20 µM]
COc1ccc(C)cc1S(=O)(=O)NCCc1ccccc1 | 0.2 | -18 | 9[fluorescence artefact?] | 4 | -14 | -8[fluorescence artefact?] | 0 | -10 | -2[20 µM]
CCN1CCN(Cc2ccc(NC(=O)c3ccc(C)c(NC(=O)C4=NN(c5ccccc5)C(=O)C4)c3)cc2C(F)(F)F)CC1 | 0.58 | 1 | -7 | 2 | -16 | 63 | 8 | 4 | -16
c1ccc(Nc2nc(CSc3ncn[nH]3)cs2)cc1 | 1.3 | -2 | -1 | 0 | -1 | -9 | -11 | -6 | -19
CCN1CCCC1CNC(=O)C1c2cc(OC)c(OC)cc2C(=O)N(C)C1c1cccnc1 (stereo not drawn) | x | 10 | 1 | -3 | -6 | -5[fluorescence artefact?] | -3 | -16 | -22
CC(C)Oc1cccc(C(=O)C2CCCN(S(C)(=O)=O)C2)c1 (stereo not drawn) | 0.52 | -10 | 3 | -3 | -14 | -3 | 2 | -4 | -24
O=C(Nc1ccc2nc(-c3ccco3)c(-c3ccco3)nc2c1)N1CCCCCC1 | -1.2 | -29 | 28[fluorescence artefact?] | 4 | 78* | 35[fluorescence artefact?] | -7 | -29 | -9
COC(=O)c1cc(Cl)cc(Cl)c1OS(=O)(=O)N(C)C | 0.29 | -2 | 3 | -4 | -6 | -1 | 8 | 2 | -24
O=C(N/N=C/c1ccc(Br)s1)c1ccco1 | 7.1* | -6 | -2 | 3 | -11 | -1 | 4 | -9 | 1
COc1ccc(C2CC(c3ccccc3)=NN2C(=O)COC(=O)c2cnc(Cl)c(Cl)c2)cc1 (stereo not drawn) | 0.58 | -2 | -3[fluorescence artefact?] | 2 | -31 | -14 | x | -7 | -18
CN1C(=O)C(O)(CC(=O)c2ccncc2)c2ccccc21 (stereo not drawn) | 0.0006 | -8 | 3 | -2 | -11 | 9 | -6 | 2 | -6[20 µM]
COc1ccc(-c2nc(CN3CCC(C(=O)N4CCc5ccccc54)CC3)c(C)o2)cc1OC | x | -14 | -6 | 10 | -29 | -12 | 2 | -26 | -11
Cc1ccc(-n2ncc3c(SCC(=O)Nc4cc(C)on4)ncnc32)c(C)c1 | -0.47 | -9 | -4 | -9 | 1 | -9 | 2 | 1 | -24
Cc1ccc(NS(=O)(=O)c2cccc(C(=O)n3ncc(C#N)c3N)c2)c(C)c1 | 0.0044 | -4 | -5 | 0 | 0 | -1 | 4 | -7 | -19
O=C(CCCCCNC(=O)c1ccccc1)N/N=C/c1ccccc1 | 0.51 | -14 | 6 | -1 | -16 | 0[fluorescence artefact?] | 5 | -6 | -8
NC(=O)C1CCN(C(=O)OCc2ccccc2)CC1 | x | -1 | -3 | -5 | -4 | -2 | 3 | 0 | -27[20 µM]
COc1cc(OC)c(S(=O)(=O)NC(C)C)cc1C(=O)O | 0.8 | -1 | 3 | -3 | 3 | -3 | x | 2 | -11
CCn1c(SCC(=O)Nc2nc(C)cs2)nnc1-c1ccoc1C | 0.87 | 4 | 8 | -3 | -6 | -7 | -6 | -1 | -1[20 µM]
CCOc1ccc(-c2cnc3ccccc3n2)cc1 | 0.022 | -1 | -2 | -9 | -15 | -3 | x | -5 | -10
COC(=O)C1=C(N)OC2=C(C(=O)CC(C)(C)C2)C1c1cccnc1 (stereo not drawn) | -0.8 | -18 | -7 | -1 | 0 | -12 | -7 | 0 | -1

Source: PubChem BioAssay (several laboratories)

Hits appear at their usual frequency, and some 4.7% of all compounds hit somewhere here.
